Screening results (PubChem BioAssay)
PMI inhibitors = inhibitors of human PMI, primary screen, biochemical, fluorescence intensity, coupled assay (AID 1209); 190,000 tested, 0.42% active; purified PMI enzyme, coupled fluorescence intensity; higher % means a stronger effect; one-dose inhibition, % at 20 µM; IC50 in µM for titrated hits; Mannose-6-phosphate isomerase (Homo sapiens);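 further: plate controls were DMSO vehicle for no effect and wells lacking substrate for full effect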
SIAH1 antagonists = Siah-1 peptide-binding antagonists, primary screen, biochemical, fluorescence polarization, rhodamine-plectin, uHTS (AID 1817). E3 ubiquitin-protein ligase SIAH1 (Homo sapiens). Siah-1 / rhodamine-plectin peptide fluorescence polarization; higher % means a stronger effect. one-dose displacement, % at 20 µM; IC50 in µM for titrated hits. 290,000 tested, 0.02% active;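 active means displacement of at least 50% at 20 µM, with a fluorescence ratio check between 0.3 and a set limit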;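 further: plate controls were Siah plus tracer with DMSO for no effect and tracer alone without Siah for full effect; strong numbers were not always called active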
RSV antiviral HEp-2 = RSV antiviral activity via CPE protection, HEp-2 cells, primary 10 µM value included (AID 2391). 310,000 tested, 0.13% active. CPE inhibition, % at 10 µM; hits with a dose series show IC50 in µM. HEp-2 cells, RSV-induced CPE inhibition; higher % means a stronger effect; in the data active means a potency from the dose series; inconclusive means CPE inhibition mostly from about 23% at the one dose, without a potency; inactive means the rest, 99 in 100 with CPE inhibition below about 21%; further: strong numbers were not always called active
TNAP activators = human TNAP enzyme activators, primary screen, biochemical, luminescent, no phosphate acceptor, uHTS (AID 1001). Alkaline phosphatase, tissue-nonspecific isozyme (Homo sapiens). purified TNAP, luminescent activation assay, no phosphate acceptor; higher activation fold means a stronger effect. activation fold at 20 µM; hits with a dose series show EC50 in µM. 200,000 tested, 0.03% active; in the data active means activation fold from about 3, or a potency from the dose series; inactive means the rest, 99 in 100 with activation fold below about 1.6; further: many of its hits are not listed in these tables
XIAP antagonists = XIAP antagonists, biochemical, IAP family, fluorescence polarization (AID 1018); E3 ubiquitin-protein ligase XIAP (Homo sapiens); XIAP BIR domain, fluorescence polarization peptide displacement; higher % means a stronger effect; displacement, % at 20 µM, or IC50 in µM where a hit was titrated; 200,000 tested, 0.007% active; in the data active means displacement above about 50%; further: a part of the inactive calls stands beside numbers as strong as those of hits
WT yeast gro inh = growth inhibition of WT strain, primary screen, mitochondrial fusion inhibitor project, WT and mutant strains, chemical genetic. mitochondrial fusion phenotypic screen. inhibition, % at 10 µM. 190,000 tested, 2.1% active. AID 1362, 2008; in the data active means inhibition above about 58%; tested in S. cerevisiae
Salmonella PhoP GFP = inhibitors of PhoP regulon expression, primary screen, Salmonella Typhimurium, GFP reporter (AID 1863); inhibition, % at 50 µM; hits with a dose series show IC50 in µM; S. Typhimurium PhoP-regulated promoter GFP reporter, 4 h; higher % means a stronger effect; 300,000 tested, 0.16% active;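 active means inhibition over 29.93%, a cutoff 3 SD above the screen mean, later confirmed by dose response; inconclusive means inhibition over 29.93% but no dose response follow-up; inactive means inhibition at most 29.93% or unconfirmed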;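 further: 0% = low Mg2+ inducing control and 100% = high Mg2+ repressing control; strong numbers were not always called active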
human PMI inhibitors = human PMI inhibitors, high substrate, primary screen, biochemical, fluorescence intensity, high mannose 6-phosphate (AID 1220); Mannose-6-phosphate isomerase (Homo sapiens); 190,000 tested, 0.66% active; inhibition, % at 20 µM, or IC50 in µM where a hit was titrated; recombinant PMI enzyme, coupled fluorescence intensity; higher % means a stronger effect
Myeloid diff MLP = induction of myeloid progenitor differentiation, primary screen, cell-based, flow cytometry, MLPCN library | ER-HoxA9 myeloid progenitors, lysozyme-GFP differentiation | calls only at 10 µM | 360,000 tested, 1% active | AID 624256, 2012;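 active means normalized GFP-positive differentiation at or above the plate's own cutoff, the solvent-only control mean plus 3 SD; inconclusive means no clear call, values can overlap the other calls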;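 further: cells exposed to compound for four days before flow analysis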
WT yeast gro inh mutant strain = also measured in WT yeast gro inh; calls as there; inhibition, %; mitochondrial fusion phenotypic screen, mutant strain inhibition
Myeloid diff MLP GFP+ MAC1+ % = also measured in Myeloid diff MLP; calls as there; GFP+ MAC1+ double positive, %; measured here: differentiation confirmed by MAC1 staining
* marks the source's active call; other numbers are inactive results. Unless noted, no stated cut-off is given here; in the data, active means inhibition above about 50%; inactive means the rest.

COc1ccc(/C=C/C(=O)c2ccc3c4c(cccc24)CC3)cc1OC was read as PMI inhibitors 10%, SIAH1 antagonists -5%, RSV antiviral HEp-2 15%, TNAP activators 1, XIAP antagonists 1.9%, WT yeast gro inh 17, Salmonella PhoP GFP -5%, human PMI inhibitors 10%, Myeloid diff MLP inactive, WT yeast gro inh mutant strain -3 and Myeloid diff MLP GFP+ MAC1+ % 0.7.
Screening CC(=O)Nc1ccc(NC(=O)c2nc(S(=O)(=O)Cc3cccc(C)c3)ncc2Cl)cc1 returned SIAH1 antagonists -6%, RSV antiviral HEp-2 -2.3%, Salmonella PhoP GFP -11% and Myeloid diff MLP inconclusive.
For O=[N+]([O-])c1ccccc1S(=O)(=O)N1CCN(CC2CC=CCC2)CC1 (stereo not given) the results were PMI inhibitors 4%, SIAH1 antagonists 3%, RSV antiviral HEp-2 3.3%, TNAP activators 1.1, XIAP antagonists -6.1%, WT yeast gro inh -6, Salmonella PhoP GFP 3%, human PMI inhibitors 8%, Myeloid diff MLP inactive, WT yeast gro inh mutant strain 4 and Myeloid diff MLP GFP+ MAC1+ % 0.2.
For COc1cccc(Cn2c(OCC3CCCO3)nc3c2c(=O)n(C)c(=O)n3C)c1 (stereo not given) the results were PMI inhibitors 2%, SIAH1 antagonists -8%, RSV antiviral HEp-2 2.1%, TNAP activators 1.1, XIAP antagonists -4.7%, WT yeast gro inh -23, Salmonella PhoP GFP -12%, human PMI inhibitors -4%, Myeloid diff MLP inactive, WT yeast gro inh mutant strain -9 and Myeloid diff MLP GFP+ MAC1+ % 0.2.
O=C(OCc1cc([N+](=O)[O-])cc2c1OCOC2)c1ccc2ccccc2n1 was read as PMI inhibitors 2%, SIAH1 antagonists 3%, RSV antiviral HEp-2 3.6%, TNAP activators 1.2, XIAP antagonists -8.8%, WT yeast gro inh 13, Salmonella PhoP GFP 1%, human PMI inhibitors 3%, Myeloid diff MLP inactive, WT yeast gro inh mutant strain 12 and Myeloid diff MLP GFP+ MAC1+ % 1.5.
c1ccc(COC2CCCN(Cc3nc(Cc4ccccc4)no3)C2)cc1 (stereo not given) was read as PMI inhibitors 12%, SIAH1 antagonists -4%, RSV antiviral HEp-2 1.8%, TNAP activators 1, XIAP antagonists -8.7%, WT yeast gro inh 17, Salmonella PhoP GFP -1%, human PMI inhibitors 1%, Myeloid diff MLP inactive, WT yeast gro inh mutant strain 6 and Myeloid diff MLP GFP+ MAC1+ % 0.3.
Cc1ccc2cc(CN(Cc3cccs3)Cc3nnnn3CC3CCCO3)c(=O)[nH]c2c1C (stereo not given) was read as PMI inhibitors 6%, SIAH1 antagonists -8%, TNAP activators 1, XIAP antagonists -3.3%, WT yeast gro inh 1, Salmonella PhoP GFP 16%, human PMI inhibitors 1%, Myeloid diff MLP inactive, WT yeast gro inh mutant strain -11 and Myeloid diff MLP GFP+ MAC1+ % 1.2.
`O=C(NCC1COCCO1)c1cc(COc2c(F)cccc2F)on1` (stereo not given) gave SIAH1 antagonists 1%, RSV antiviral HEp-2 0.4%, Salmonella PhoP GFP -3%, Myeloid diff MLP inactive and Myeloid diff MLP GFP+ MAC1+ % 0.9.
For CCOC(=O)C1CCCN(C(=O)CCc2ccccc2)C1 (stereo not given) the results were PMI inhibitors 11%, SIAH1 antagonists -4%, RSV antiviral HEp-2 -0.3%, TNAP activators 1.1, XIAP antagonists -6.2%, WT yeast gro inh -20, Salmonella PhoP GFP -7%, human PMI inhibitors 14%, Myeloid diff MLP inactive, WT yeast gro inh mutant strain -7 and Myeloid diff MLP GFP+ MAC1+ % 5.3.
`O=C(O)c1ccc(/C=N/Nc2ccc(Cl)nn2)cc1` gave SIAH1 antagonists 0%, RSV antiviral HEp-2 0.9%, Salmonella PhoP GFP -3%, Myeloid diff MLP inactive and Myeloid diff MLP GFP+ MAC1+ % 0.4.
O=c1c2cc(N3CCOCC3)ccc2[nH]c(=S)n1Cc1ccccn1 was read as PMI inhibitors 20%, SIAH1 antagonists 1%, RSV antiviral HEp-2 0.7%, TNAP activators 1.1, XIAP antagonists -5.2%, WT yeast gro inh -2, Salmonella PhoP GFP 0%, human PMI inhibitors 7%, Myeloid diff MLP inactive, WT yeast gro inh mutant strain -3 and Myeloid diff MLP GFP+ MAC1+ % 2.2.
For CC(C)OC(=O)CSc1nnnn1-c1ccc2c(c1)OCCO2 the results were PMI inhibitors 10%, SIAH1 antagonists 0%, RSV antiviral HEp-2 0.4%, TNAP activators 1.1, XIAP antagonists -4.8%, WT yeast gro inh 6, Salmonella PhoP GFP 11%, human PMI inhibitors 0%, Myeloid diff MLP inactive, WT yeast gro inh mutant strain -12 and Myeloid diff MLP GFP+ MAC1+ % 2.0.
Fc1cccc(Cl)c1CNCc1ccccc1Cl was read as PMI inhibitors 8%, SIAH1 antagonists 4%, RSV antiviral HEp-2 1.9%, TNAP activators 1.1, XIAP antagonists -6.5%, WT yeast gro inh -3, Salmonella PhoP GFP 26%, human PMI inhibitors 4%, Myeloid diff MLP inactive, WT yeast gro inh mutant strain 9 and Myeloid diff MLP GFP+ MAC1+ % 0.8.
For C=CCn1c(SCc2csc(C)n2)nc2sc3c(c2c1=O)CCC(C)C3 (stereo not given) the results were PMI inhibitors 15%, SIAH1 antagonists 1%, RSV antiviral HEp-2 20%, TNAP activators 1.1, XIAP antagonists 0.4%, WT yeast gro inh 50, Salmonella PhoP GFP 3%, human PMI inhibitors 21%, Myeloid diff MLP inactive, WT yeast gro inh mutant strain 6 and Myeloid diff MLP GFP+ MAC1+ % 0.5.
`CC(=O)N/N=C/c1cc(C)n(-c2ccc(Br)cc2)c1C` gave PMI inhibitors -7%, SIAH1 antagonists -1%, RSV antiviral HEp-2 inconclusive, TNAP activators 1.2, XIAP antagonists -1.3%, WT yeast gro inh 31, Salmonella PhoP GFP 8%, human PMI inhibitors -6%, Myeloid diff MLP inactive, WT yeast gro inh mutant strain -14 and Myeloid diff MLP GFP+ MAC1+ % 0.6.

The last 2 records of the section before open the next one.
For C=CCn1c(SCc2csc(C)n2)nc2sc3c(c2c1=O)CCC(C)C3 (stereo not given) the results were PMI inhibitors 15%, SIAH1 antagonists 1%, RSV antiviral HEp-2 20%, TNAP activators 1.1, XIAP antagonists 0.4%, WT yeast gro inh 50, Salmonella PhoP GFP 3%, human PMI inhibitors 21%, Myeloid diff MLP inactive, WT yeast gro inh mutant strain 6 and Myeloid diff MLP GFP+ MAC1+ % 0.5.
`CC(=O)N/N=C/c1cc(C)n(-c2ccc(Br)cc2)c1C` gave PMI inhibitors -7%, SIAH1 antagonists -1%, RSV antiviral HEp-2 inconclusive, TNAP activators 1.2, XIAP antagonists -1.3%, WT yeast gro inh 31, Salmonella PhoP GFP 8%, human PMI inhibitors -6%, Myeloid diff MLP inactive, WT yeast gro inh mutant strain -14 and Myeloid diff MLP GFP+ MAC1+ % 0.6.
Screening COc1ccccc1CCNC(=O)CCSc1nc(-c2ccco2)cc(C(F)(F)F)n1 returned PMI inhibitors -18%, SIAH1 antagonists 1%, RSV antiviral HEp-2 2.9%, TNAP activators 1, XIAP antagonists -6.9%, WT yeast gro inh 4, Salmonella PhoP GFP 3%, human PMI inhibitors -14%, Myeloid diff MLP inactive, WT yeast gro inh mutant strain -7 and Myeloid diff MLP GFP+ MAC1+ % 0.3.
For O=C1Oc2ccccc2C(=O)/C1=C/N1CCN(c2ccccc2F)CC1 the results were PMI inhibitors 18%, SIAH1 antagonists 3%, RSV antiviral HEp-2 -1.7%, TNAP activators 1.1, XIAP antagonists -4.7%, WT yeast gro inh -8, Salmonella PhoP GFP 19%, human PMI inhibitors 15%, Myeloid diff MLP inactive, WT yeast gro inh mutant strain -7 and Myeloid diff MLP GFP+ MAC1+ % 0.8.
CC(C)(C)NC(=O)NC(=O)CN1CCc2ccccc21 was read as PMI inhibitors -59%, SIAH1 antagonists 2%, RSV antiviral HEp-2 5.1%, TNAP activators 1, XIAP antagonists -4.6%, WT yeast gro inh 14, Salmonella PhoP GFP -6%, human PMI inhibitors -28%, Myeloid diff MLP inactive, WT yeast gro inh mutant strain 7 and Myeloid diff MLP GFP+ MAC1+ % 0.6.
NC(=O)c1ccc(NC(=O)COC(=O)c2cccc(Oc3ccccc3)c2)cc1 was read as PMI inhibitors -2%, SIAH1 antagonists 0%, RSV antiviral HEp-2 1.0%, TNAP activators 1.1, XIAP antagonists -9.2%, WT yeast gro inh -2, Salmonella PhoP GFP 10%, human PMI inhibitors -12%, Myeloid diff MLP inactive, WT yeast gro inh mutant strain -11 and Myeloid diff MLP GFP+ MAC1+ % 0.6.
For c1nnc2c3c4c(sc3ncn12)CCC4 the results were PMI inhibitors 10%, SIAH1 antagonists 4%, RSV antiviral HEp-2 9.6%, TNAP activators 1.1, XIAP antagonists -21%, WT yeast gro inh 8, Salmonella PhoP GFP 3%, human PMI inhibitors 14%, Myeloid diff MLP inactive, WT yeast gro inh mutant strain -2 and Myeloid diff MLP GFP+ MAC1+ % 11.
`CCOC(=O)C1CCN(Cc2ccc(-c3ccccc3)cc2)CC1` gave SIAH1 antagonists 2%, RSV antiviral HEp-2 1.1%, Salmonella PhoP GFP -7%, Myeloid diff MLP inactive and Myeloid diff MLP GFP+ MAC1+ % 0.2.
Screening Cn1c(CN2CCN(c3ccc(Cl)cc3)CC2)nc2ccccc21 returned PMI inhibitors 15%, SIAH1 antagonists -6%, RSV antiviral HEp-2 6.6%, TNAP activators 1.1, XIAP antagonists -7.3%, WT yeast gro inh 17, Salmonella PhoP GFP 0%, human PMI inhibitors 13%, Myeloid diff MLP inactive, WT yeast gro inh mutant strain 50 and Myeloid diff MLP GFP+ MAC1+ % 2.2.
For Cn1c2ccccc2c2c(C(=O)NCCCN3CCCC3=O)cn(C3CCCCC3)c(=O)c21 the results were PMI inhibitors -4%, SIAH1 antagonists -1%, RSV antiviral HEp-2 0.0%, TNAP activators 1.1, XIAP antagonists 0.1%, WT yeast gro inh 11, Salmonella PhoP GFP -1%, human PMI inhibitors -9%, Myeloid diff MLP inactive, WT yeast gro inh mutant strain -3 and Myeloid diff MLP GFP+ MAC1+ % 0.3.
O=Cc1cn(CCOc2ccccc2)c2ccccc12 was read as SIAH1 antagonists 0%, RSV antiviral HEp-2 inconclusive, Salmonella PhoP GFP 1%, Myeloid diff MLP inactive and Myeloid diff MLP GFP+ MAC1+ % 1.2.
Screening CC(=O)c1ccc2c(c1)OCCOCCOCCO2 returned SIAH1 antagonists -2%, RSV antiviral HEp-2 -0.2%, Salmonella PhoP GFP -10%, Myeloid diff MLP inactive and Myeloid diff MLP GFP+ MAC1+ % 0.5.
